SIRT5 block: SIRT5 desuccinylase inhibitors, primary screen, biochemical, fluorescence imaging, single point, set 5 | NAD-dependent protein deacylase sirtuin-5, mitochondrial (Homo sapiens), Q9NXA8 | Purified SirT5, succinyl-peptide AMC, trypsin-coupled fluorescence | inhibition, % at 15 µM | 1.1% of 330,000 active; in the data active means inhibition above about 15%; inconclusive means no clear call, values can overlap the other calls
Target sequence (Q9NXA8 whole entry, looked up): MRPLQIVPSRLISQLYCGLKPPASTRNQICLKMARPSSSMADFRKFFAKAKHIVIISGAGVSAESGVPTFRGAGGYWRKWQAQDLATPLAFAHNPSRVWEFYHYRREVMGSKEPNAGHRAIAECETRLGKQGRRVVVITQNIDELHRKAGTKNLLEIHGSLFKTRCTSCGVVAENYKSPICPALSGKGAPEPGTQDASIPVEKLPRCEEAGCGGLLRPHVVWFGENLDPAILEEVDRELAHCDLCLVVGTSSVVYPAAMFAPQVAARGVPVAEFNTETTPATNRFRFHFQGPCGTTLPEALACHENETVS
DENV2 CPE: inhibitors of DENV2 cytopathic effect, primary screen, cell-based, plate reader, single concentration. DENV2-infected cells, cytopathic effect rescue. CPE inhibition, % at 9.99 µM. 1.7% of 350,000 active. AID 651640, 2012; in the data active means CPE inhibition above about 20%, passing the limit was not always enough; inconclusive means no clear call, values can overlap the other calls; tested in BHK-21 cells;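 further: 0% = median of neutral control wells and 100% = median of positive control wells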
PAX8 reporter: inhibitors of PAX8-driven TPO luciferase reporter, primary screen, RMG-I cells, single concentration; 1.2% of 360,000 active; SteadyGlo, 24 h; AID 652154, 2013; inhibition, % at 12.6 µM;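 active means mean replicate inhibition at least 60% with every replicate also reaching 60%; inconclusive means only one of the two criteria is met; inactive means mean below 60% and not all replicates reaching 60%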;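 further: luciferase light reporting Pax8 driven TPO promoter activity; plate controls were median of neutral control wells for no effect and mitoxantrone controls for full effect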
EWS-Fli inh: EWS/Fli-driven NR0B1 reporter inhibitors, primary screen, A673 cells, NR0B1 luciferase, luminescence, MLPCN library | 0.67% of 350,000 active | viability-normalised | inhibition, % at 12.6 µM | AID 651661, 2012;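 active means mean inhibition of at least 50% after viability correction, with every replicate also passing that limit; inconclusive means mean reaches 50% but only one of two replicates passes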;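 further: firefly luciferase signal divided by Alamar Blue viability fluorescence both relative to DMSO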
ARNT-TACC3 inh: disruptors of ARNT/TACC3 protein interaction, primary screen, biochemical, AlphaScreen, single concentration | AlphaScreen His-ARNT PAS-B/GST-TACC3 binding, luminescence; TACC3 fragment carries E629A point mutation | AID 623870, 2012 | Transforming acidic coiled-coil-containing protein 3 (Homo sapiens), Q9Y6A5 | inhibition, % at 9.99 µM | 0.66% of 390,000 active;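 active means mean inhibition of replicates at least 50% and at least half of replicates each reaching 50%; inconclusive means half or more replicates reach 50% but mean below 50%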;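 further: 0% = complete ARNT plus TACC3 wells and 100% = ARNT alone without TACC3; many hits fall short of the cut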
CASP6 VEID inh: human caspase-6 inhibitors, primary screen, biochemical, VEID-R110 fluorescence, single point, set 2; AID 686996, 2013; P55212; 0.53% of 350,000 active; purified caspase-6, Z-VEID-R110 cleavage fluorescence; inhibition, % at 12.5 µM;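 active means mean inhibition across replicates at least about 35%, with every replicate also reaching that limit, limit read from the data; inconclusive means only one of the two criteria met; inactive means neither criterion met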;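 further: 0% = median of neutral control wells and 100% = no fluorescence left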
Target sequence (P55212 24-179 limits assumed): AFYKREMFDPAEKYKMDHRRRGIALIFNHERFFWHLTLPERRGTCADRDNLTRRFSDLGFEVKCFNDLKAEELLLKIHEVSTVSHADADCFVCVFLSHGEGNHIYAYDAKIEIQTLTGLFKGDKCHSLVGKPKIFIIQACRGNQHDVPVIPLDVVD
Target sequence (P55212 194-293 limits assumed): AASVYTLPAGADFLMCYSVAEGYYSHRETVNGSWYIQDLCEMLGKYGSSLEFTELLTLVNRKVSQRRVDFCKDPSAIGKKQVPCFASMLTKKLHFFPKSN
LGR2 antag: inhibitors of bursicon-induced LGR2 CRE-luciferase signal, primary screen, cell-based, HEK293, CRE-luciferase reporter, bursicon stimulation; inhibition, % at 9.99 µM; AID 720647, 2013; bursicon-stimulated, 4 h; 0.35% of 380,000 active;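 active means drop in luminescence signal, shown as inhibition above about 50% in the replicate tests, limit read from the data, passing the limit was not always enough; inconclusive means probably only some replicates passing the limit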;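 further: agonist challenge used bursicon conditioned medium at about half maximal strength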
Numbers without * were called inactive; ? = inconclusive; . = no result given; & = joins results of further samples.

SMILES	SIRT5 block	DENV2 CPE	PAX8 reporter	EWS-Fli inh	ARNT-TACC3 inh	CASP6 VEID inh	LGR2 antag
O=C(CNC(=O)c1ccc(OC(F)F)cc1)NC1CCCc2ccccc21 (stereo not given)	-1	?	9	4	1	1	2
CCc1cccc(CC)c1NC(=O)COC(=O)CC1c2ccccc2CCN1S(=O)(=O)c1ccccc1 (stereo not given)	0	2	25	-8	-11	0	-1
COc1ccc(N2CCN(C(=O)COC(=O)COc3cc(C)cc(C)c3)CC2)cc1	-3	-5	-7	0	3	3	3
Cc1cc2c(=O)oc(-c3ccc(Br)cc3)nc2s1	-3	-2	6	-45	-4	5	1
COc1ccc(/C=N/n2c(SC)nnc2-c2ccccc2)cc1C	5	.	.	.	-1	7	-29
O=C(Cn1c(CO)nc2ccccc21)NCCc1ccccc1	-3	-1	1	0	2	1	-19
O=S(=O)(NCCc1csc(-c2cccnc2)n1)c1cc(F)ccc1F	-12	-5	-11	-2	-2	-3	6
Cc1ccc(S(=O)(=O)N2CCOC2CNC(=O)C(=O)NCc2ccc3c(c2)OCO3)cc1 (stereo not given)	0	-5	18	16	.	1	-4
CC(C)NC(=O)Nc1ccc2c(c1)CC(=O)N([C@@H](C)CO)C[C@H](C)[C@@H](CN(C)CC1CCCCC1)O2	3	3	8	6	8	-1	-22
CNc1nc(NCc2ccccc2)c2sccc2n1	20*	1	-3	-2	.	1	-10
CN1C(=O)C(CC(=O)Nc2ccc(Cl)cc2)N(Cc2ccco2)C1=S (stereo not given)	-4	-1	9	-17	0	3	-19
COc1cc(OC)cc(C(=O)Nc2ccn(C)n2)c1	-5	6	-10	-17	.	-3	6

Part of the list above, as labelled records:
O=C(Cn1c(CO)nc2ccccc21)NCCc1ccccc1
  SIRT5 block: -3; DENV2 CPE: -1; PAX8 reporter: 1; EWS-Fli inh: 0; ARNT-TACC3 inh: 2; CASP6 VEID inh: 1; LGR2 antag: -19
CCc1cccc(CC)c1NC(=O)COC(=O)CC1c2ccccc2CCN1S(=O)(=O)c1ccccc1 (stereo not given)
  SIRT5 block: 0; DENV2 CPE: 2; PAX8 reporter: 25; EWS-Fli inh: -8; ARNT-TACC3 inh: -11; CASP6 VEID inh: 0; LGR2 antag: -1
COc1ccc(/C=N/n2c(SC)nnc2-c2ccccc2)cc1C
  SIRT5 block: 5; DENV2 CPE: .; PAX8 reporter: .; EWS-Fli inh: .; ARNT-TACC3 inh: -1; CASP6 VEID inh: 7; LGR2 antag: -29
O=S(=O)(NCCc1csc(-c2cccnc2)n1)c1cc(F)ccc1F
  SIRT5 block: -12; DENV2 CPE: -5; PAX8 reporter: -11; EWS-Fli inh: -2; ARNT-TACC3 inh: -2; CASP6 VEID inh: -3; LGR2 antag: 6

Carrying on:
SMILES	SIRT5 block	DENV2 CPE	PAX8 reporter	EWS-Fli inh	ARNT-TACC3 inh	CASP6 VEID inh	LGR2 antag
O=C(O)c1ccc(OCCOc2ccccc2)cc1	0	-3	-7	1	-4	0	14
CCCN(C)C[C@@H]1Oc2ncc(-c3cccnc3)cc2C(=O)N([C@H](C)CO)C[C@H]1C	5	1	.	-18	-7	-13	1
CCOC(=O)C(=CNc1ccc(C(F)(F)F)cc1)C(=O)OCC	.	4	-20	-2	-16	0	-1
NC(=O)C1=C[C@H](C2CCCCC2)C[C@H](OCc2ccc(CO)cc2)O1	4	8&-10	-189&-190	-84&-132	-2	3	.
CCN(CC)c1ccc(C(NC(=O)C(C)C)c2ccc3cccnc3c2O)cc1 (stereo not given)	-4	2	93*	45	.	.	.
C[C@@H]1CN([C@@H](C)CO)C(=O)Cc2cc(NS(=O)(=O)c3ccccc3)ccc2O[C@@H]1CN(C)S(=O)(=O)c1ccc(Cl)cc1	.	-1	-34	13	7	.	-2
C[C@H](CO)N1C[C@H](C)[C@@H](CN(C)C(=O)Nc2cccc3ccccc23)Oc2ccc(N(C)C)cc2CC1=O	4	-6	24	4	6	-2	5
Cc1ccc(S(=O)(=O)Nc2ccc3c(c2)C(=O)N([C@@H](C)CO)C[C@H](C)[C@H](CN(C)S(=O)(=O)c2cn(C)cn2)OCCCC[C@@H](C)O3)cc1	4	9	2	-13	-3	-3	-8
CCCNC(=O)Cn1c(=O)n(CC(=O)N2CCCCC2)c(=O)c2sccc21	-2	1	4	.	-5	0	11
CC1Cc2ccccc2N1C(=S)NC(=O)c1ccc(Cl)cc1Cl (stereo not given)	.	15	62*	17	-2	0	-6
O=C(Cc1ccccc1)Nc1nnc(-c2ccco2)o1	-2	-7	5	-1	65*	1	0
Cc1nnc(N/N=C/c2ccccc2C(F)(F)F)n1N	1	2	85*	-6	-9	-2	5
COc1ccc(CN(C)C[C@H]2Oc3c(NS(=O)(=O)c4ccc(Cl)cc4)cccc3C(=O)N([C@@H](C)CO)C[C@H]2C)cc1	-4	9	2	0	0	1	-11
CCCCN1C(=O)Nc2ccccc2S1(=O)=O	-2	-10	6	7	-5	2	-9
COc1ccc(N2CCN(c3ccc(N4C(=O)CC(C)C4=O)cc3[N+](=O)[O-])CC2)cc1 (stereo not given)	-3	5	10	-3	14	1	-7
Cc1sc(N/N=C/c2cccs2)nc1-c1ccccc1	-2	.	-11	-3	2	-1	-32
Clc1ccc(OCc2nc3ccccc3[nH]2)cc1	-1	-2	-203	-114	3	5	-84
COCc1cc(C)nc(Nc2cc(C)ccc2C)c1C#N	-3	1	.	-7	3	1	-1
COc1ccc(N(CC(=O)N/N=C/c2ccc(OC)cc2OC)S(=O)(=O)c2ccccc2)cc1	-1	-5	-7	5	-4	-1	16
C[C@@H]1CN([C@@H](C)CO)C(=O)Cc2cc(NC(=O)Nc3ccc4c(c3)OCO4)ccc2O[C@@H]1CN(C)Cc1ccc(C(F)(F)F)cc1	1	11	9	-5	-21	-4	-5
Brc1cnc2nc(SC/C=C/c3ccccc3)[nH]c2c1	-1	-1	15	-33	-8	-6	-17
C[C@@H]1C=CCCO[C@]12C(=O)N(Cc1ccc(Br)cc1)c1cccc(Br)c12	2	-10	9	-3	.	-1	6
COC(=O)CNC(=O)CNC(=O)c1nn(-c2ccc(OC)c(OC)c2)c(=O)c2ccccc12	-15	-1	1	5	-4	0	0
OCC1(CCOc2ccccc2)CCN(Cc2ccccc2C(F)(F)F)CC1	14	2	24	4	-5	1	11
CCCCC[C@@H](C)N1C[C@H](COCc2ccccc2)Oc2cc(N3CCC[C@H]3COC)ccc2S1(=O)=O	-1	-2	-12	-1	.	-5	-14
CCOC(=O)c1[nH]c2ccccc2c1NC(=S)Nc1cc(C)ccc1C	1	?	32	-2	.	5	6
COc1ccc(NC(=O)N(C)C[C@H]2Oc3c(NS(C)(=O)=O)cccc3C(=O)N([C@@H](C)CO)C[C@H]2C)cc1	33*	1	.	-2	0	3	2
Cn1c(SCc2ccc(F)cc2)nnc1-c1cccs1	-4	8	.	-66	-1	0	-5
Cc1cc(C)nc(N/N=C/c2ccccc2Cl)n1	0	6	-98	-62	.	2	-15
O=C(Nn1cc(C(=O)Nc2ccc(F)cc2F)c2ccccc2c1=O)c1cnccn1	2	-6	28	18	65*	4	8
Cc1cc(C(=O)N/N=C/c2ccc(OCc3ccccc3)cc2)c(C)o1	-3	-3	-45	-46	-3	2	-48
CC(C)c1ccc(N(CC(=O)N2CCN(Cc3ccccc3)CC2)S(C)(=O)=O)cc1	-4	-1	26	15	-10	-4	-5
Fc1ccc(N2CCN(c3nc(CN4CCOCC4)nc4scc(-c5ccccc5)c34)CC2)cc1	-1	-3	22	3	.	1	6
COC(=O)c1cc(S(=O)(=O)NCC2CCN(CCc3ccc(OC)cc3)CC2)c[nH]1	3	-2	-2	.	-9	-10	-2
CCCN1[C@@H]2c3ccc(-c4ccc(F)cc4)c(=O)n3C[C@H]1[C@H](CO)[C@H]2C(=O)NCC1CC1	-6	-1	-13	-1	-6	0	3
COc1ccc(S(=O)(=O)Nc2ccc3c(c2)C(=O)N([C@H](C)CO)C[C@@H](C)[C@@H](CN(C)C(=O)NC(C)C)OCCCC[C@@H](C)O3)cc1	0	-11	-6	-6	3	0	1

Three entries already listed, ordered by their value in CASP6 VEID inh, lowest first:
| Molecule | CASP6 VEID inh |
| --- | --- |
| CC(C)c1ccc(N(CC(=O)N2CCN(Cc3ccccc3)CC2)S(C)(=O)=O)cc1 | -4 |
| Cc1cc(C)nc(N/N=C/c2ccccc2Cl)n1 | 2 |
| O=C(Nn1cc(C(=O)Nc2ccc(F)cc2F)c2ccccc2c1=O)c1cnccn1 | 4 |

The list continues.
SMILES	SIRT5 block	DENV2 CPE	PAX8 reporter	EWS-Fli inh	ARNT-TACC3 inh	CASP6 VEID inh	LGR2 antag
CCC(CO)NC(=O)c1ccccc1C(F)(F)F (stereo not given)	23*	-7	-2	-8	-8	2	5
O=C(NN=C1CCCCCC1)c1cccnc1	0	-10	11	1	14	-112	13
COc1cccc(C(=O)/C=C/Nc2ccc(NC(C)=O)cc2)c1	-1	1	-32	-39	12	2	-103
CCNC(=O)CSc1nnc(-c2ccccc2Br)n1-c1cccc(C(F)(F)F)c1	3	-2	-8	19	3	-2	8
Clc1cc(Br)ccc1OCCCn1ccnc1	-3	37*	54	-4	-17	-3	2
C/C=C/c1ccc([C@H]2[C@@H](CO)N(C(=O)COC)[C@@H]2CNC(=O)CC)cc1	-2	-12	1	-4	-5	-1	-1
CCCCc1c(O)cc(C)[nH]c1=O	0	4	21	0	1	-2	2
Cc1noc(C)c1NC(=O)Nc1cccc2c1O[C@@H](CN(C)S(=O)(=O)c1cn(C)cn1)[C@@H](C)CN([C@H](C)CO)C2=O	1	?	.	-1	7	-1	16
O=C(c1nc2ccc(Cl)cn2c1CN1CCC(CO)CC1)N1CCc2ccccc2C1	-1	3	-1	6	-1	1	-9
COc1ccc(Sc2cccc3c2S(=O)(=O)N(C2CC2)C[C@@H](COCc2ccccc2)O3)cc1OC	.	3	12	4	.	-4	6
CCCCNc1c(-c2ccc(OC)c(SC3CCCCC3)c2)nc2cc(C)ccn12	.	.	26	41	4	.	27
CC1C(=O)N(Cc2cn(Cc3ccco3)nn2)CCS(=O)(=O)N1Cc1ccc(-c2ccc(Cl)c(Cl)c2)cc1 (stereo not given)	-2	.	-6	-2	.	-1	-1

Compound profiles, as listed above.
CCC(CO)NC(=O)c1ccccc1C(F)(F)F (stereo not given) is listed with SIRT5 block: 23*; DENV2 CPE: -7; PAX8 reporter: -2; EWS-Fli inh: -8; ARNT-TACC3 inh: -8; CASP6 VEID inh: 2; LGR2 antag: 5
Cc1noc(C)c1NC(=O)Nc1cccc2c1O[C@@H](CN(C)S(=O)(=O)c1cn(C)cn1)[C@@H](C)CN([C@H](C)CO)C2=O is listed with SIRT5 block: 1; DENV2 CPE: ?; PAX8 reporter: .; EWS-Fli inh: -1; ARNT-TACC3 inh: 7; CASP6 VEID inh: -1; LGR2 antag: 16

Additional results
SMILES	SIRT5 block	DENV2 CPE	PAX8 reporter	EWS-Fli inh	ARNT-TACC3 inh	CASP6 VEID inh	LGR2 antag
COc1ccccc1C/C(N)=N/OC(=O)COc1ccc(C)cc1	-1	-1	3	2	-5	2	-1
CC1(C(=O)NS(=O)(=O)c2cccc(Cl)c2)CCN1C(=O)Cc1cccs1 (stereo not given)	13	-3	-4	1	.	3	-3
CN1CCN(S(=O)(=O)c2ccc(Cl)s2)CC1	-2	11	0	-1	-23	-3	-7
CC(C)=CCN1CCN(CCCc2ccccc2)CC1CCO (stereo not given)	-7	-1	-9	10	-8	2	-12
CC1CCCN(S(=O)(=O)c2cc(C(=O)NCCc3ccc(S(N)(=O)=O)cc3)ccc2Cl)C1 (stereo not given)	-1	-2	32	9	8	2	11
Nc1sc(Cc2ccccc2)cc1C(=O)c1c(-c2ccccc2)[nH]c2ccccc12	0	84*	38	45	.	-1	5
